Shn3 3UTR inh = reduces Shn3 3'UTR luciferase signal in osteoblasts | Clone20 osteoblast Shn3 3'UTR firefly luciferase, 24 h | inhibition, % at 12.5 µM | 360,000 tested, 0.52% active | AID 588674;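 active = mean inhibition of at least 75% with every replicate also reaching 75%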;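 also: 0% = median of neutral control wells and 100% = pilot-screen positive control compound; some compounds past the cut are filed as inactive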
Vif imaging = blocks HIV Vif function. HEK293T cells, Vif self-association by quenched fluorescence, imaging, 24 h. inhibition, % at 7.49 µM. AID 602346. 340,000 tested, 0.35% active; in the data active = inhibition above about 50%, passing the limit was not always enough; also: some results filed as inactive read as strong as hits
Peg3 promoter = reduces Peg3 promoter-driven luciferase expression in HeLa. 360,000 tested, 1.7% active. HeLa PEG-Prom luciferase reporter, luminescence, overnight. inhibition, % at 20 µM;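 active = inhibition of at least 50% at 20 µM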
NR2E3 ag-1 = human photoreceptor-specific nuclear receptor agonism | AID 602229 | CHO-S Gal4-NCOR/VP16-NR2E3 two-hybrid, luciferase | inhibition of corepressor binding, % at 3.98 µM | 360,000 tested, 0.35% active | Q9Y5X4;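 active = inhibition above the mean of all tested compounds plus 3 SD, cut at about 70% in these data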;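 also: 0% = DMSO with NR2E3 transfected cells and 100% = cells lacking NR2E3 construct; higher means lower luciferase signal from less NR2E3 corepressor binding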
Target sequence (Q9Y5X4 whole entry, looked up, the tested form may be a part): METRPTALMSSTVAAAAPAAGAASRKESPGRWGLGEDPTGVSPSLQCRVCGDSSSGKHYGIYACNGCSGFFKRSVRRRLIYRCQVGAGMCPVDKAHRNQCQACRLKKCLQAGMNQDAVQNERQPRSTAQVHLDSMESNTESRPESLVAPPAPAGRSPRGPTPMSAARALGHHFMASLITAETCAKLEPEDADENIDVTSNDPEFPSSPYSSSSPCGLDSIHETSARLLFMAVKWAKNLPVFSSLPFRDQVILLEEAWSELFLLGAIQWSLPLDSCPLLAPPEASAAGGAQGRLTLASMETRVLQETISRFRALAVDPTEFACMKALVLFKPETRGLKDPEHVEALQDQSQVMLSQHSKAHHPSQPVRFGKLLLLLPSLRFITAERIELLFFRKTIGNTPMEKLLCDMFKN
CaV13 FRET inh = Disruptors of the CACNA1D IQ motif to Ca2+-dependent inactivation inhibitor domain association, primary screening, Förster resonance energy transfer in intact living … | HEK cells, CFP/YFP FRET ICDI-IQ, plate reader, 10 min; percent FRET-ratio fall versus neutral wells | inhibition, % at 12.3 µM | 340,000 tested, 0.098% active;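 active = mean replicate inhibition of at least 30% and at least 1% of replicates passing that level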;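 also: 0% = median of the neutral control wells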
PDI turbidity = blocks human protein disulfide isomerase activity | PDI insulin aggregation turbidity, A650, 90 min | AID 588391 | inhibition, % at 10 µM | 350,000 tested, 0.052% active | P07237;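 active = mean inhibition across replicates of 30% or more, whatever share of single replicates reach that level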;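 also: absorbance from insulin aggregation driven by PDI reduction with DTT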
Target sequence (P07237 whole entry, looked up): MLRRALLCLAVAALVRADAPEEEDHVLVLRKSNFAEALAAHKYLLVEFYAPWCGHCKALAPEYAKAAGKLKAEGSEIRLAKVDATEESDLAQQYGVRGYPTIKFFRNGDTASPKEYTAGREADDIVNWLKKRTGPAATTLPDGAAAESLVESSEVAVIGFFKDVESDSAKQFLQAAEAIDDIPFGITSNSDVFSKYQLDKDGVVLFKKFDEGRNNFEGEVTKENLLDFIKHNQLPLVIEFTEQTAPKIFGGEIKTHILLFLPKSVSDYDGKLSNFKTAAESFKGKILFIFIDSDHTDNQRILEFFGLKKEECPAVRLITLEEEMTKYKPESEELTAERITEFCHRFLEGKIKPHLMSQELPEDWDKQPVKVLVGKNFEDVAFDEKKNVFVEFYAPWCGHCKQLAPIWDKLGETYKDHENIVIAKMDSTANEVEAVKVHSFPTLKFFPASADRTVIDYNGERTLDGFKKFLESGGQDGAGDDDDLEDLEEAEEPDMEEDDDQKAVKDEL
TRPM1 prom inh = inhibitors of MITF-driven TRPM1 promoter in melanoma cells; SK-MEL-5 TRPM1 promoter luciferase, 24 h; AID 488899; inhibition, % at 12.5 µM; 330,000 tested, 0.83% active;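 active = mean inhibition across replicates of 60% or more, whatever share of single replicates reaches that level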; also: values of inactives mirror those of a sister screen read the other way
NR2E3 ag-2 = activates human photoreceptor nuclear receptor NR2E3; Q9Y5X4; GST-NR2E3/biotin-RetCOR TR-FRET, 1536-well; inhibition of corepressor binding, % at 4.78 µM; 320,000 tested, 0.12% active; AID 2300;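 active = percent inhibition above the cutoff of mean plus 3 SD of all tested compounds, set per screening campaign, cut at about 20% in these data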;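 also: 0% = DMSO wells and 100% = biotin wells as full block of FRET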
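System: GST-NR2E3 and biotin-RetCOR proteins; probe or stimulus: 7 nM biotin-RetCOR; doses: compound at 4.8 µM, single dose; schedule: Compound–protein incubation for 5 h at 4 °C; detection: time-resolved FRET; read-out: percent inhibition; controls: biotin wells as high control, 0.6% DMSO wells as low control; format: 1536-well plates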
CF NFkB block = blocks PAF-induced NF-kB reporter in cystic fibrosis cells. KKLEB NF-kB-GFP reporter, GFP fluorescence overnight. inhibition, % at 5 µM. 360,000 tested, 0.86% active. AID 588850;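 active = at least 50% inhibition at 5 µM, scaled per plate between neutral and stimulator controls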;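 also: PAF is a Pseudomonas aeruginosa culture filtrate used as stimulus; plate controls were PAF-stimulated DMSO wells for no effect and unstimulated DMSO wells for full effect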
KKLEB cytotox = counter-screen for CF NF-kB inhibitors: cytotoxicity. KKLEB CF airway cells viability, ATPlite luminescence, overnight; active compounds read low; cells stimulated with P. aeruginosa culture filtrate. activity change (cytotoxicity), % at 5 µM. 360,000 tested, 0.36% active. AID 602141;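 active = corrected activity change at or below -50% at 5 µM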
HIF-2a inh = blocks HIF-2a reporter activity. inhibition, % at 18.8 µM. AID 624352. 360,000 tested, 0.72% active. 786-0 RCC cells HIF-2a reporter, luciferase luminescence, overnight;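 active = inhibition of the luminescence signal of 40% or more relative to plate controls, in a single-dose primary screen at 18.75 µM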
Numbers without * were called inactive; / = no result given.

A first look (3 entries):
Value order: Shn3 3UTR inh	Vif imaging	Peg3 promoter	NR2E3 ag-1	CaV13 FRET inh	PDI turbidity	TRPM1 prom inh	NR2E3 ag-2	CF NFkB block	KKLEB cytotox	HIF-2a inh
1) CCN(Cc1cc2cc(C)ccc2[nH]c1=O)C(=O)c1cccc(OC)c1
 : 16	-9	21	14	/	0	0	3	-14	-1	-5
2) Cn1nccc1C(=O)N1CCN(c2ccccc2F)CC1
 : 8	-1	-4	5	/	12	2	5	15	-8	-5
3) COc1cc(C(=O)Oc2ccc(C(=S)N3CCOCC3)cc2)cc(OC)c1OC
 : -16	-2	8	-28	-11	-2	-10	4	19	0	18

The whole of this part (from the top)
Value order: Shn3 3UTR inh	Vif imaging	Peg3 promoter	NR2E3 ag-1	CaV13 FRET inh	PDI turbidity	TRPM1 prom inh	NR2E3 ag-2	CF NFkB block	KKLEB cytotox	HIF-2a inh
1) CCN(Cc1cc2cc(C)ccc2[nH]c1=O)C(=O)c1cccc(OC)c1
 : 16	-9	21	14	/	0	0	3	-14	-1	-5
2) Cn1nccc1C(=O)N1CCN(c2ccccc2F)CC1
 : 8	-1	-4	5	/	12	2	5	15	-8	-5
3) COc1cc(C(=O)Oc2ccc(C(=S)N3CCOCC3)cc2)cc(OC)c1OC
 : -16	-2	8	-28	-11	-2	-10	4	19	0	18
4) Cn1nnnc1SCC(=O)NCc1ccc2c(c1)OCO2
 : -17	4	-8	-23	9	-3	1	1	7	-7	-2
5) O=C(Cc1ccc(Br)cc1)NCc1ccccc1
 : 5	0	-14	-51	1	-7	-9	-1	-5	-10	-37
6) Cc1nnc(NC(=O)C2CCN(c3nnnn3-c3ccccc3)CC2)s1
 : 4	-9	9	15	-5	7	11	-2	1	-3	3
7) COc1ccc2c(c1)C(=O)C(=O)N2CCS(=O)(=O)c1ccccc1
 : -13	4	8	-12	-2	0	18	0	6	5	-2
8) COc1cccc(CN2CCN(Cc3ccco3)CC2)c1
 : -10	-8	-18	-24	-17	3	-11	-4	14	1	-3
9) O=C(Nc1cccc(C(F)(F)F)c1)c1cccnc1NCCc1ccccc1
 : 28	-7	7	-23	-18	8	-6	1	-6	-15	-46
10) Cc1ccccc1C(=O)Nc1ccnn1C1CCN(CC2CC=CCC2)CC1 (configuration not stated)
 : 0	-1	15	15	-6	4	3	/	-23	-15	7
11) COc1ccc(NC(=O)c2cccc(N3C(=O)c4cccc([N+](=O)[O-])c4C3=O)c2)cc1
 : -8	-6	-11	-19	/	6	-9	3	-15	11	8
12) Cc1ccc(NC(=O)CN(C)CC(=O)Nc2ccc(F)c(Cl)c2)cc1
 : 19	-11	11	-4	-4	6	10	-3	-25	7	0
13) CCCN(CCC)CCNC(=O)C1CCN(S(=O)(=O)c2cccc3nsnc23)CC1
 : -30	3	-2	10	-12	0	9	4	9	9	5
14) CC(C)CCN(C(=O)CCSc1ccc(F)cc1)c1c(N)n(Cc2ccccc2)c(=O)[nH]c1=O
 : 5	3	-6	17	-4	-4	-3	4	10	2	4
15) CCCCN1C(=O)C(O)(CC(=O)c2c(C)n[nH]c2C)c2cc(Br)ccc21 (configuration not stated)
 : -14	13	20	-8	-6	7	-1	1	-5	-9	14

Random excerpt: 2 compounds from above
Value order: Shn3 3UTR inh	Vif imaging	Peg3 promoter	NR2E3 ag-1	CaV13 FRET inh	PDI turbidity	TRPM1 prom inh	NR2E3 ag-2	CF NFkB block	KKLEB cytotox	HIF-2a inh
9) O=C(Nc1cccc(C(F)(F)F)c1)c1cccnc1NCCc1ccccc1
 : 28	-7	7	-23	-18	8	-6	1	-6	-15	-46
7) COc1ccc2c(c1)C(=O)C(=O)N2CCS(=O)(=O)c1ccccc1
 : -13	4	8	-12	-2	0	18	0	6	5	-2

Later entries
# | compound | Shn3 3UTR inh | Vif imaging | Peg3 promoter | NR2E3 ag-1 | CaV13 FRET inh | PDI turbidity | TRPM1 prom inh | NR2E3 ag-2 | CF NFkB block | KKLEB cytotox | HIF-2a inh
16 | Cc1ccc(NC(=O)N2CCC(C(=O)c3ccc(F)cc3)CC2)cc1 | 1 | -7 | 1 | 19 | -3 | 1 | -8 | 1 | -1 | 3 | -16
17 | O=C(c1cccc(Cl)c1)N1CCN(c2ccc3c(c2)C2CC3CCN2C(=O)OCc2ccccc2)CC1 (configuration not stated) | -6 | -1 | -151 | -40 | -6 | / | / | / | 21 | -6 | -162
18 | CCN(CC)C(=O)C1CCCN(Cc2cccc(Cl)c2)C1 (configuration not stated) | 2 | / | 4 | 6 | -6 | -5 | / | / | -17 | 19 | 0
19 | CC(/C=C/c1ccccc1)=N/NC(=O)CCC(=O)Nc1ccccc1C | 2 | 0 | -17 | -2 | -3 | -4 | 0 | 3 | -4 | 9 | 6
20 | CCOC(=O)N1CCC(NC(=O)c2ccc3c(c2)N(CC)CCS3)CC1 | -17 | / | 27 | -27 | -6 | / | 12 | -1 | -14 | -5 | 6
21 | COc1cc2c(cc1OC)C(=O)NCC(C)(C)O2 | 10 | -4 | -3 | -19 | -4 | -3 | 17 | 0 | 2 | 2 | 6
22 | Cc1ccccc1Nc1nnc(SCC(=O)NC(=O)NCc2ccco2)s1 | -4 | -16 | 10 | -12 | -5 | 3 | 13 | -5 | 2 | -10 | 4
23 | O=C(Cn1cc2c(n1)CCCCC2)NC1CCN(Cc2ccccc2)CC1 | 10 | -3 | 2 | -19 | -11 | / | 8 | -2 | 17 | 1 | 7
24 | Cc1nn(Cc2cccc(C(=O)Nc3ccn(Cc4c(F)c(F)cc(F)c4F)n3)c2)c(C)c1[N+](=O)[O-] | 25 | -5 | 35 | 1 | -10 | -1 | 3 | 5 | 16 | 12 | 14
25 | CCOc1ccccc1NC(=O)C1CCCN(c2c(CC)c(C)nc3ncnn23)C1 (configuration not stated) | 16 | -13 | 11 | -13 | -5 | 8 | 16 | -1 | -15 | 2 | 3
26 | Cn1nccc1-c1ccc(C(=O)NCc2ccco2)c2occc12 | -80 | -2 | -271 | -64 | -10 | 7 | / | / | -4 | -7 | -231
27 | Cc1cccc(OCCNC(=S)NC(=O)c2cncc(Br)c2)c1 | 1 | / | 11 | -21 | -3 | -13 | 11 | 0 | 3 | -5 | 6
28 | CCSc1nc2cc(OC)c(OC)cc2c(=O)n1CC | 1 | -8 | 6 | -1 | -5 | -3 | 0 | 0 | 17 | -3 | 1
29 | Cc1cccc(-n2c(=O)c(C#N)cc3c(=O)n4ccccc4nc32)c1 | 11 | -1 | 7 | -19 | / | -2 | 5 | -2 | -17 | -6 | 24
30 | CCOc1ccc(S(=O)(=O)N2CCC(C(=O)Nc3cc(S(C)(=O)=O)ccc3Cl)CC2)cc1 | 13 | 10 | 0 | -3 | -16 | -9 | / | 2 | 2 | -9 | 1
31 | CCc1ccc(C(=O)COC(=O)C2=NN(c3ccccc3)C(=O)CC2)cc1 | -15 | / | -13 | -10 | -2 | -2 | -6 | / | -21 | 7 | -2
32 | Cc1c[n+](CC(=O)c2ccccc2)c(C)cn1 | -54 | -6 | 19 | -11 | -5 | -14 | -2 | 2 | -6 | -15 | 4
33 | Cc1ccc2c(C)c(C(=O)N3CCN(c4ccncc4)CC3)oc2c1C | 4 | -1 | -7 | 7 | / | -1 | 0 | 1 | -3 | 4 | 0
34 | Cc1onc(-c2ccccc2Cl)c1C(=O)Nc1nnc(Cc2ccc(Cl)cc2)s1 | 13 | 17 | 6 | -4 | 0 | 7 | 7 | 3 | -17 | 9 | 19
35 | O=C(CCN1C(=O)S/C(=C\c2ccccc2)C1=O)Nc1ccc(O)cc1C(=O)O | 1 | 1 | 14 | -23 | -16 | 1 | 13 | 1 | -15 | 10 | 13
36 | O=C(NCC1OCCCN1S(=O)(=O)c1cc(F)ccc1F)C(=O)NC1CCCCC1 (configuration not stated) | 6 | 0 | -3 | -11 | -3 | 8 | -2 | -2 | 5 | -7 | -3
37 | CSCCC(NC(=O)c1ccccc1)C(=O)NCCc1ccc2c(c1)OCCO2 (configuration not stated) | 0 | 11 | -3 | 20 | -7 | -4 | -6 | 1 | 12 | -1 | -1
38 | O=C(CSc1nc2ccsc2c(=O)n1NC(=O)c1ccccc1)Nc1nccs1 | -23 | 5 | -73 | -54 | -4 | 8 | -2 | -1 | 12 | -9 | -98
39 | COC(=O)c1ccc(N2NC(=O)/C(=C/c3ccc(-c4ccc(Cl)c(C(=O)O)c4)o3)C2=O)cc1 | 13 | 22 | -6 | 1 | -4 | 4 | 13 | / | 19 | -6 | 11
40 | CSc1ccc(CN2CCC2(C)C(=O)Nc2cccc(NS(C)(=O)=O)c2)cc1 (configuration not stated) | 5 | 6 | 11 | -16 | -5 | -2 | / | / | 1 | -1 | 7
41 | c1coc(CNC2CCCCC2)c1 | 1 | -28 | 0 | 1 | -5 | -10 | 9 | -2 | -4 | 4 | -8
42 | c1ccc(CCNc2nc(-c3cccnc3)cs2)cc1 | -57 | -2 | -179 | -63 | -7 | 2 | -64 | -2 | 10 | 3 | -280
43 | Clc1ccc(-c2csc(N3CCCCCC3)n2)cc1 | -32 | 0 | -192 | -17 | -19 | 2 | -64 | -1 | -8 | 7 | -258
44 | COc1ccc(N(C)S(=O)(=O)c2ccc(Cl)c(C(=O)NNC(=O)c3ccccc3O)c2)cc1 | 6 | -3 | 16 | -18 | -6 | 4 | 7 | / | -24 | 6 | 8
45 | O=C(Nc1ccncc1)C1CC(=O)N(c2ccccc2)C1 (configuration not stated) | 4 | 15 | 20 | -4 | -2 | -6 | 3 | / | 5 | 3 | 17
46 | O=C(Nc1nnc(C2CC2)s1)c1cc2ccccc2o1 | -135 | -2 | -274 | -53 | -6 | -4 | -67 | / | -19 | 16 | -192
47 | COc1ccc(N2CCN(S(=O)(=O)c3ccc4oc(=O)ccc4c3)CC2)cc1 | 3 | 3 | -8 | -27 | -3 | 0 | 1 | 2 | -7 | 13 | 8

Screens: PubChem BioAssay, several laboratories
